IDE cell inh = inhibits human insulin-degrading enzyme in HEK cells | FAbetaB cleavage, fluorescence polarization | inhibition, % at 5.59 µM | 320,000 tested, 0.41% active | AID 434962;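 active = percent inhibition above the average of all tested compounds plus 3 SD, set per screening campaign, cut at about 16% in these data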;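 also: IDE supplied by intact live HEK cells; FP after avidin binding of uncleaved biotin substrate so inhibition keeps polarization high; 0% = DMSO wells and 100% = 60 µM reference IDE inhibitor Ii1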
Target sequence (P14735 whole entry, looked up): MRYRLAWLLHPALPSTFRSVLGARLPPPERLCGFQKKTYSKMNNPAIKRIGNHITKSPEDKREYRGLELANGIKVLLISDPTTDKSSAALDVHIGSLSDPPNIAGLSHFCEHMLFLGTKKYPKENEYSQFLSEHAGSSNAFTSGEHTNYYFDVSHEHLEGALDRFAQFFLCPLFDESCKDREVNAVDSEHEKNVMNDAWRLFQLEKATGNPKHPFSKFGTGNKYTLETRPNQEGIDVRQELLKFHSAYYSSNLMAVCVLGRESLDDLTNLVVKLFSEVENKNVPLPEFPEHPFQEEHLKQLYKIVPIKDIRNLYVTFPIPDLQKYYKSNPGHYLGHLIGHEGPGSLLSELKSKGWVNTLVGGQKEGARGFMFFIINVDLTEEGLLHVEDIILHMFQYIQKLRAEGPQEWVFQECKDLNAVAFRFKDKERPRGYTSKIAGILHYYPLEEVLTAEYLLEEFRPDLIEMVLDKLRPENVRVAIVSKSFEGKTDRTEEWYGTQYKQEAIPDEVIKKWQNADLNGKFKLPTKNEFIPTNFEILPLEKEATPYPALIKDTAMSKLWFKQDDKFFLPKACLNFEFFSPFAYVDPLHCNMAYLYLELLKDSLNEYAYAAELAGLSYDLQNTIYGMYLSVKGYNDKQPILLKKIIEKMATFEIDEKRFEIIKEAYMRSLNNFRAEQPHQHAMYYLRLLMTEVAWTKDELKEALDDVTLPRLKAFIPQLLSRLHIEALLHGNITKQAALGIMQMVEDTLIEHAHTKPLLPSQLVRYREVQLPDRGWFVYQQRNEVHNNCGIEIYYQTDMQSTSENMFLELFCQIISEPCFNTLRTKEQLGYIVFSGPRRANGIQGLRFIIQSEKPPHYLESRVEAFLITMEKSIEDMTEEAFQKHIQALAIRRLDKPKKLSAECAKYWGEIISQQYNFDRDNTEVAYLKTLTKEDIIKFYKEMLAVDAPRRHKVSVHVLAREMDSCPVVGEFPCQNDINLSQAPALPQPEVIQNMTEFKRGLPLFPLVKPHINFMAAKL
IDE cell activ = IDE (human) activation, cell-based. P14735. HEK cells, FAbeta-B cleavage, fluorescence polarization; 0% vehicle, 100% cell-free pure enzyme wells. activation, % at 5.96 µM. 340,000 tested, 0.073% active;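 active = activation above the mean of all tested compounds plus 3 SD, set per screening campaign, cut at about 17% in these data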
* hit, by the source's call. These rows are one share of the data, so the mix of outcomes need not match the whole.

| SMILES | IDE cell inh | IDE cell activ |
| --- | --- | --- |
| O=C(Nc1nnc(C2CC2)s1)c1cncc(Br)c1 | 1 | 0 |
| CCCCNC(=O)c1onc(CSc2ccc(F)c(F)c2)c1C(=O)NCCCC | 2 | 1 |
| CC(Sc1n[nH]c(-c2ccccc2F)n1)C(=O)Nc1ccc(S(N)(=O)=O)cc1 (stereo not given) | 0 | -1 |
| C[C@H]1O[C@H](O[C@H]2[C@H](O[C@@H]3CC[C@@]4(C)C(CC[C@]5(C)C4CC=C4[C@@H]6CC(C)(C)CC[C@]6(C(=O)O[C@@H]6O[C@H](CO)[C@@H](O)[C@H](O)[C@H]6O)CC[C@]45C)C3(C)C)O[C@H](C(=O)O)[C@@H](O)[C@@H]2O)[C@@H](O)[C@@H](O)[C@@H]1O (stereo not given in full) | 2 | 3 |
| CC(OC(=O)c1ccc2ncsc2c1)C(=O)Nc1cccc(Cl)c1 (stereo not given) | -4 | 3 |
| NC1=NC(c2ccc([N+](=O)[O-])cc2)N(c2ccc(F)cc2)C(N)=N1 (stereo not given) | -3 | -3 |
| Cc1cc(Cn2nnc(-c3ccc(Br)cc3)n2)cc(C)c1O | -3 | -1 |
| COc1ccc(NC(=O)CCN2C(=O)NC3(CCCC3)C2=O)cc1Cl | 5 | 6 |
| C[C@H](CO)N1C[C@H](C)[C@@H](CN(C)Cc2ccc(-c3ccccc3)cc2)Oc2c(NS(=O)(=O)c3ccc(F)cc3)cccc2C1=O | 1 | 3 |
| COc1ccc(NC(=O)CN(C)C(=O)c2cccc(-n3cccc3)c2)cc1 | 2 | 4 |
| CC(=O)Nc1ccc(OCC(O)CNC(C)C)cc1 (stereo not given) | -2 | 2 |
| CC(OC(=O)CCC(=O)c1ccccc1)C(=O)Nc1ccc(F)cc1 (stereo not given) | 5 | 2 |
| Cc1cc(C(=O)Nc2cccc3c2O[C@@H](CN(C)S(C)(=O)=O)[C@H](C)CN([C@@H](C)CO)C3=O)n(C)n1 | 3 | 7 |
| COc1ccccc1NC(=O)Nc1ccc(S(=O)(=O)Nc2onc(C)c2C)cc1 | -1 | -3 |
| O=C(COC(=O)c1cnccn1)NC(=O)c1ccccc1 | 2 | 0 |
| COC(=O)C1=C(C)N(CCCC(=O)O)C(=O)NC1c1ccc([N+](=O)[O-])cc1 (stereo not given) | 0 | -2 |
| CCCCn1c(N)c(N(CC(C)C)C(=O)C2CCN(C(=O)c3ccc(Cl)cc3)CC2)c(=O)[nH]c1=O | 3 | -4 |
| COc1ccccc1C(CNC(=O)CNC(=O)c1ccc(Cl)c(Cl)c1)N1CCCC1 (stereo not given) | -1 | 5 |
| COc1ccccc1NC(=O)C(C)OC(=O)CCNS(=O)(=O)c1cccc(C(F)(F)F)c1 (stereo not given) | -2 | 7 |
| COc1ccc(NC(=O)CN(C)C(=O)CSCC(=O)Nc2ccc(C)cc2)cc1 | -8 | 1 |
| Cc1cnc(C(=O)OCC(=O)Nc2ccc(Br)c(C)c2)cn1 | -2 | 1 |
| COc1cccc(C2=CC(=O)C[C@H](c3ccc4c(c3)OCO4)C2)c1OC | 1 | 4 |
| COc1ccc(C(CNC(=O)C(C)Oc2ccc(Br)cc2)N2CCCCC2)cc1 (stereo not given) | -1 | -6 |
| CCc1ccc(C(=O)OCC(=O)N2CCCCCC2)cc1 | 8 | 2 |
| Cc1cc(C)cc(NC(=O)C(OC(=O)c2ccc(NC(=O)CC#N)cc2)c2ccccc2)c1 (stereo not given) | -1 | 4 |
| Cc1ccn2c(=O)nc(SCC(=O)N3CCCCCC3)nc2c1 | 1 | 6 |
| O=C(CNC(=O)c1ccco1)OCc1ccccc1F | -2 | 4 |
| COc1cc(OC)cc(C(=O)OCC(=O)Nc2ccc3[nH]c(=O)[nH]c3c2)c1 | 2 | 2 |
| CCN1CCN(c2ccc(S(=O)(=O)N3CCOCC3)cc2NC(=O)C(C)Oc2ccc(F)cc2)CC1 (stereo not given) | 0 | 4 |
| O=C(Cn1cc([N+](=O)[O-])ccc1=O)NCC(=O)Nc1ccc(F)c(F)c1F | 5 | 6 |
| COc1ccc(NC(=O)COC(=O)Cc2ccsc2)c(OC)c1 | 0 | -1 |
| O=C(NN=Cc1c(O)ccc2ccccc12)c1ccc2c(c1)OCO2 | 30* | -35 |
| COc1ccc(CCNC(=O)C(=O)NCCC2CCCCN2S(=O)(=O)c2cccs2)cc1 (stereo not given) | 3 | 2 |
| Cc1cc(OCC(=O)Nc2ccccc2N2CCOCC2)c(C(C)C)cc1Cl | -3 | 1 |
| CCCCn1c(N)c(N(CC)C(=O)c2ccncc2)c(=O)[nH]c1=O | 6 | 0 |
| Cc1cccc(C)c1NC(=O)CN(C)C(=O)C1=COCCO1 | 1 | -3 |
| COCCN(C(=O)COC(=O)CSc1ccc2ccccc2c1)c1c(N)n(Cc2ccccc2)c(=O)[nH]c1=O | 2 | 5 |
| O=C(NC1CCSc2ccccc21)c1cccc(S(=O)(=O)N2CCOCC2)c1 (stereo not given) | 0 | 3 |
| Cn1c(CCNC(=O)c2ccco2)nc2ccccc21 | 7 | -1 |
| CC(C)(C)NC(=O)NC(=O)COC(=O)C1CCN(S(=O)(=O)c2cccs2)CC1 | 2 | 4 |
| CCOc1ccc(CCNC(=O)c2ccc(OCc3c(C)noc3C)cc2)cc1OCC | 3 | -2 |
| Cc1ccc(C(=O)NNC(=O)C(C)Oc2ccccc2F)cc1S(=O)(=O)N1CCOCC1 (stereo not given) | -2 | 6 |
| Cc1cccc(C(=O)OCC(=O)c2ccc3c(c2)NC(=O)CO3)c1 | 2 | 6 |
| Cc1ccc(C(=O)N(C)CC(=O)Nc2ccc(N3CCOCC3)cc2)s1 | -1 | -1 |
| CCOc1ccccc1OCC(=O)OCC(=O)c1c(C)[nH]c2ccccc12 | 1 | 1 |

7 compounds already listed, sorted by molecular weight, highest first.
| SMILES | IDE cell inh | IDE cell activ |
| --- | --- | --- |
| O=C(NC1CCSc2ccccc21)c1cccc(S(=O)(=O)N2CCOCC2)c1 (stereo not given) | 0 | 3 |
| Cc1cc(OCC(=O)Nc2ccccc2N2CCOCC2)c(C(C)C)cc1Cl | -3 | 1 |
| Cc1ccc(C(=O)N(C)CC(=O)Nc2ccc(N3CCOCC3)cc2)s1 | -1 | -1 |
| CCCCn1c(N)c(N(CC)C(=O)c2ccncc2)c(=O)[nH]c1=O | 6 | 0 |
| Cc1cccc(C(=O)OCC(=O)c2ccc3c(c2)NC(=O)CO3)c1 | 2 | 6 |
| Cc1cccc(C)c1NC(=O)CN(C)C(=O)C1=COCCO1 | 1 | -3 |
| Cn1c(CCNC(=O)c2ccco2)nc2ccccc21 | 7 | -1 |

Further structures.
| SMILES | IDE cell inh | IDE cell activ |
| --- | --- | --- |
| O=C(CSc1ccc(Br)cc1)Nc1ccc(N2CCOCC2)cc1 | -2 | 3 |
| Cc1c(NS(=O)(=O)c2cccc(C(=O)N3CCC(C)CC3)c2)c(=O)n(-c2ccccc2)n1C | 2 | 4 |
| CC(Sc1nncn1C)C(=O)NCCC1=CCCCC1 (stereo not given) | 4 | 0 |
| CC(=O)c1ccc(S(=O)(=O)NC2CC(=O)N(c3ccc(Cl)cc3)C2)cc1 (stereo not given) | 3 | -1 |
| NC(=O)[C@@H]1CCCN1C(=O)[C@@H](Cc1cnc[nH]1)NC(=O)[C@@H]1CCC(=O)N1 | 4 | 4 |
| CCCn1nc(C(=O)NNC(=O)c2cc(S(=O)(=O)NC)ccc2Br)c2ccccc2c1=O | 1 | 8 |
| Cc1ccc(NC(=O)CN2C(=O)NC(C)(C3CC3)C2=O)c(C)c1 (stereo not given) | -6 | 1 |
| O=C(CSc1ccc(S(=O)(=O)N2CCOCC2)cn1)Nc1ccc(OC(F)F)cc1 | 7 | 1 |
| O=C(OCC(=O)c1ccc(Cl)s1)c1ccc(CO)cc1 | -3 | 2 |
| COc1ccccc1NC(=O)C(C)OC(=O)Cc1n[nH]c(=O)c2ccccc12 (stereo not given) | 3 | 1 |
| CCOc1ccc(S(=O)(=O)NCCC(=O)N(CC)CC(=O)Nc2c(F)cccc2F)cc1 | -1 | 1 |
| Cc1ccc(NC(=O)c2ccc(Cl)c(S(=O)(=O)NCc3ccco3)c2)c(O)c1 | 5 | -3 |
| CCN(CC(=O)Nc1ccccc1C(F)(F)F)C(=O)CN1C(=O)NC2(CCCCC2)C1=O | -3 | 6 |
| COC(=O)[C@]1(Cc2ccccc2)N[C@H](CN(C)C(=O)Nc2ccc(OC)cc2)[C@@H]2C(=O)N(C)C(=O)[C@@H]21 | 0 | -1 |
| COC(=O)c1ccc(NS(=O)(=O)c2cc3c4c(c2)CCN4C(=O)CC3)cc1 | 8 | -3 |
| COc1cc(C(=O)OCC(=O)NC2CC2)ccc1OCCC(C)C | 1 | 7 |
| O=C(Nc1ccc(N2CCCCCC2)cc1)c1cccc(S(=O)(=O)N2CCOCC2)c1 | -5 | 0 |
| Cc1noc(C)c1NC(=O)N(C)C[C@H]1Oc2ccc(NS(=O)(=O)c3ccc(F)cc3)cc2C(=O)N([C@H](C)CO)C[C@@H]1C | -5 | 6 |
| Cc1ccsc1C(=O)NNC(=O)COc1ccc(Br)cc1 | 1 | 1 |
| CCOC(=O)[C@H](CCc1ccccc1)N[C@@H](C)C(=O)N1C(C(=O)O)C[C@@H]2CCC[C@@H]21 (stereo not given in full) | 2 | 5 |
| COc1ccccc1NC(=O)COC(=O)c1ccccc1SCC(=O)N1CCCC1 | 0 | 11 |
| O=C(c1cc(Cl)nc2ccccc12)N1CCN(S(=O)(=O)c2cccc(C(F)(F)F)c2)CC1 | -3 | 4 |
| O=C(c1cccc(N2C(=O)c3ccccc3C2=O)c1)N1CCCC(C(F)(F)F)C1 (stereo not given) | 6 | 7 |
| CCN(c1ccc(NC(=O)COC(=O)/C=C/c2ccco2)cc1)C(C)C | 7 | 3 |
| COc1ccc(S(=O)(=O)N2CCCCCC2)cc1NC(=O)c1ccccc1F | 7 | 0 |
| Cn1c(SCC(=O)NCC2CCCO2)ncc(C(=O)Nc2ccc(Cl)cc2)c1=O (stereo not given) | -1 | -2 |
| CN(C)CCCN(C(=O)c1cc2cc([N+](=O)[O-])ccc2s1)c1nc2cc3c(cc2s1)OCCO3 | -1 | 14 |
| COc1ccc([C@H]2CC(=O)C=C(c3cccc(CO)c3)C2)cc1OC | 2 | -2 |
| Cc1cccnc1NC(=O)c1cccc(NC(=O)CC2SC(N3CCCCC3)=NC2=O)c1 (stereo not given) | -4 | 3 |
| O=C(CSc1nc2ccccc2c(=O)n1CCCN1CCOCC1)Nc1ccccc1OC(F)F | 4 | -5 |
| Cc1ccccc1-c1nnc(SCC(=O)Nc2cccnc2Cl)o1 | 8 | -1 |
| Cc1nc(Cc2nnc(SCC(=O)N3CCN(c4ccc(F)cc4)CC3)o2)cs1 | -2 | 2 |
| Cc1ccc(C2(C)NC(=O)N(CC(=O)N3CCN(S(=O)(=O)c4cccc([N+](=O)[O-])c4)CC3)C2=O)cc1 (stereo not given) | 1 | -1 |
| CN(CC(=O)NCCc1ccccc1)CC(=O)Nc1cccc(F)c1 | 1 | 2 |
| Cc1csc(SCC(=O)N(C)CC(=O)Nc2ccccc2Cl)n1 | 0 | 0 |
| COc1ccc(CC(=O)OC(C)C(=O)Nc2c(C)n(C)n(-c3ccccc3)c2=O)cc1OC (stereo not given) | 4 | -5 |
| CNC(=S)NNc1nc(-c2ccccc2)c2cc(Cl)ccc2n1 | -1 | 5 |
| CCC(CO)Oc1cc(NC(=O)Cc2ccccc2)c2ncn(C(C)C)c2c1 (stereo not given) | 3 | 1 |
| Cc1cccc(OCC(=O)N(Cc2ccco2)c2c(N)n(Cc3ccccc3)c(=O)[nH]c2=O)c1 | 5 | 7 |
| CS(=O)(=O)c1ccc(Cl)c(NC(=O)COC(=O)C23CC4CC(CC(C4)C2)C3)c1 | 7 | 2 |
| CCN(C(=O)Cn1cnc2c1c(=O)n(C)c(=O)n2C)C1CCCCC1 | -2 | -1 |
| CCN(CC(=O)Nc1c(F)cccc1F)C(=O)c1ccc(C2SCCS2)cc1 | 2 | 12 |
| COC(=O)c1ccc(COC(=O)CNC(=O)CNC(=O)c2ccc(OC)cc2)cc1 | 7 | 0 |
| CCCn1c(=O)n(C)c(=O)c2c(SC(C)C(=O)NCC3CCCO3)nc(CC(C)C)nc21 (stereo not given) | 0 | -5 |
| CCCCNc1c(-c2cccc(-c3ccc(OC)cc3)c2)nc2cc(C)ccn12 | 4 | 4 |
| CC1CCCN(C(=O)c2cccc(S(=O)(=O)N3CCCc4ccccc43)c2)C1 (stereo not given) | 0 | 0 |
| COc1cc(/C=C/C(=O)O)ccc1O | -7 | 3 |
| CCOc1ccc(NC(=O)c2ccc(NC(=O)COC(=O)c3ccc(NC(=O)CC#N)cc3)cc2)cc1 | 2 | 5 |
| CC(Oc1ccc(C#N)cc1)C(=O)NC1CCCC1 (stereo not given) | 3 | 0 |
| O=C(NCCC1CCCCN1S(=O)(=O)c1ccc(Cl)cc1)C(=O)NCc1ccncc1 (stereo not given) | -4 | 7 |
| CC(=O)c1cc2c(cc1NC(=O)CSc1ccc(S(=O)(=O)N(C)C)cn1)OCO2 | 4 | -2 |
| CCOc1ccc(C2=CC(=O)C[C@H](c3ccc(OC)cc3)C2)cc1 | -1 | -1 |
| CCOC(=O)[C@@H]1[C@H]2COc3cc(OC)ccc3[C@@H]2N2C(=O)N(c3ccccc3)C(=O)[C@]12C | 3 | 5 |
| COc1ccc(C#Cc2c(-c3ccccc3)n(C)c3ccccc23)cc1 | 7 | -4 |
| CC(C)(C)c1ccc(OCCC(=O)NNC(=O)c2ccccc2)cc1 | -7 | 1 |
| O=C1CCc2cc(S(=O)(=O)N3CCCCC3)cc3c2N1CCC3 | -4 | 1 |
| COc1ccc(NC(=O)CNc2cc(C)ccc2C)cc1S(=O)(=O)N1CCOCC1 | -2 | 3 |
| Nc1scc2c(C(=O)O)nn(-c3ccccc3)c(=O)c12 | 9 | 4 |

Source: PubChem BioAssay
